Gli-Sufu block – antagonists of Gli-Sufu signaling. inhibition, % at 5 µM. hit rate 0.74% among 340,000. AID 588413. Sufu-KO-LIGHT fibroblasts, Gli luciferase reporter luminescence;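 active = inhibition above about 55%, limit read from the data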;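 note: 0% = DMSO-treated cells and 100% = wells with medium but no cells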
697 NFkB inh – inhibitors of the PMA/ionomycin-induced NF-kB reporter in 697 B cells; hit rate 0.33% among 330,000; inhibition, % at 4 µM; 697 B-cell NF-kB luciferase reporter, 16 h; in the data active = inhibition above about 35%
EBI2 antag – antagonists of human EBI2 receptor. P32249. EBI2 beta-arrestin recruitment, luminescence, 7a,25-OHC stimulated. inhibition, % at 5 µM. hit rate 0.81% among 360,000. AID 651636; in the data active = inhibition above about 38%;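 note: enzyme fragment complementation signal reports receptor beta-arrestin coupling in cells; 0% = agonist plus DMSO wells and 100% = wells without agonist; some results beyond the cut were filed as inactive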
Target sequence (P32249 whole entry, looked up, the tested form may be a part): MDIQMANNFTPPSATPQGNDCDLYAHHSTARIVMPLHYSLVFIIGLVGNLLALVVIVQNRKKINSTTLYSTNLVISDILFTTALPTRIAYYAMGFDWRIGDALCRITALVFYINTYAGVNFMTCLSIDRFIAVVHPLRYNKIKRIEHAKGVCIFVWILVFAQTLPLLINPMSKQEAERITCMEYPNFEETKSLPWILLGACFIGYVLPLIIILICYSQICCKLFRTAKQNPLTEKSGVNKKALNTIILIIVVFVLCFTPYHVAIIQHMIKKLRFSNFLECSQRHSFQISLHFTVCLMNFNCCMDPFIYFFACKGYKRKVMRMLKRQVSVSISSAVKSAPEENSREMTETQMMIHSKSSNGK
Mdm2-MdmX inh – human Mdm2/MdmX binding inhibition. O15151+Q00987. SaOS-2 split-luciferase Mdm2/MdmX complementation, luminescence. inhibition, % at 8 µM. hit rate 3% among 330,000. AID 485346;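 active = inhibition of at least 50% at 8 µM in the primary screen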
XBP1 UPR activ – activators of adaptive arm of unfolded protein response (XBP1); CHO-XBP1 luciferase reporter, IRE1-XBP1 UPR activation, luminescence; percent of tunicamycin response, DMSO as zero; activation, % at 20 µM; hit rate 0.33% among 330,000; AID 463104;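 active = versus positive control, 20 µM dose yields 30% or more activation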;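 note: 100% = tunicamycin at 10 µg/mL and 0% = DMSO only wells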
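Material: CHO-XBP1 cells stably carrying IRE1-XBP1-driven luciferase reporter / Amount: 1000 cells per well / Compound: 20 µM, 1% DMSO / Times: 6 h treatment, 37 °C / Detection: luciferase luminescence / Measure: % activation of reporter signal versus tunicamycin and DMSO controls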
CCR6 antag – blocks CCL20-driven beta-arrestin recruitment at human CCR6; P51684; CHO-K1 CCR6 PathHunter beta-arrestin, luminescence, CCL20-stimulated; inhibition, % at 20 µM; hit rate 0.49% among 340,000;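 active = compounds whose inhibition of the agonist-driven luminescence signal at 20 µM reaches about 50%, limit read from the data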;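 note: cells stimulated with CCL20 at 14 nM final; plate controls were DMSO with CCL20 for no effect and DMSO without agonist for full effect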
Target sequence (P51684 whole entry, looked up): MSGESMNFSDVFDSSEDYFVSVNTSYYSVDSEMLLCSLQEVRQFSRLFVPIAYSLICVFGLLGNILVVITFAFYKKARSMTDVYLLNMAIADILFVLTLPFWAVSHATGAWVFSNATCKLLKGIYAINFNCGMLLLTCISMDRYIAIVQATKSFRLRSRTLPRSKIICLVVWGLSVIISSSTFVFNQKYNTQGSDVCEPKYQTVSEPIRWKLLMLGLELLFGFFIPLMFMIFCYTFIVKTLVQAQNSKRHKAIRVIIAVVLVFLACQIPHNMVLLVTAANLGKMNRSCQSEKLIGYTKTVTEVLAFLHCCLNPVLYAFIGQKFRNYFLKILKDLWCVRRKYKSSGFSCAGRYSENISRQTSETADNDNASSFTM
CHOP UPR activ – activators of apoptotic arm of unfolded protein response (CHOP). activation, % at 10 µM. hit rate 0.34% among 330,000. CHO-CHOP luciferase reporter, UPR activation, luminescence; percent of tunicamycin response over DMSO baseline;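 active = at 10 µM dose, activation of 40% or more, normalized to positive control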;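 note: 100% = tunicamycin at 10 µg/mL and 0% = DMSO alone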
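System: CHO CHOP reporter cells. Amount: 500 cells per well. Buffer or medium: F12 medium, 10% FBS. Compound dosing: one dose, 10 µM in 0.5% DMSO. Incubation: 6 h compound exposure at 37 °C after overnight seeding. Technique: Steady-Glo luciferase luminescence. Benchmarks: tunicamycin and DMSO controls.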
Jurkat NFkB inh – inhibitors of the PMA/ionomycin-induced NF-kB reporter in Jurkat cells; hit rate 0.53% among 330,000; PMA/ionomycin-induced NF-kB luciferase reporter, luminescence; inhibition, % at 4 µM; in the data active = inhibition above about 50%
CXCR6 inh – inhibitors of human CXCR6 receptor; AID 602244; hit rate 0.36% among 360,000; CHO-K1 PathHunter CXCR6 beta-arrestin, luminescence; inhibition, % at 20 µM; O00574; in the data active = inhibition above about 34%, passing the limit was not always enough;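 note: antagonist mode with CXCL16 agonist at 10 nM final; 0% = 10 nM CXCL16 with DMSO and 100% = unstimulated wells without agonist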
Target sequence (O00574 whole entry, looked up): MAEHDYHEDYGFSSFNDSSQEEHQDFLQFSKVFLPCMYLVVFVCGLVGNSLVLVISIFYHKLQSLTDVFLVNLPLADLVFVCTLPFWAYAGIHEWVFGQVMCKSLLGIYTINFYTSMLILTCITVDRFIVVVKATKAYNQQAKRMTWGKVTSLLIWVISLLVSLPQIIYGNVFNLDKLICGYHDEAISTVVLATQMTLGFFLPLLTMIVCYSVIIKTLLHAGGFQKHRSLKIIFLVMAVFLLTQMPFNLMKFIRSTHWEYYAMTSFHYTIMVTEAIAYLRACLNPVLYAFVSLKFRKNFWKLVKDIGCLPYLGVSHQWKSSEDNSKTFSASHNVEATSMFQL
* marks the source's active call; other numbers are inactive results; . = no result given.

entry	mol	Gli-Sufu block	697 NFkB inh	EBI2 antag	Mdm2-MdmX inh	XBP1 UPR activ	CCR6 antag	CHOP UPR activ	Jurkat NFkB inh	CXCR6 inh
1	CCCNc1c(NS(=O)(=O)c2ccc(OC)c(OC)c2)c(=O)oc2ccccc12	6	11	-2	12	-1	4	-0.4	-6	5
2	Cc1ccc(C(=O)Nc2cccc3[nH]c(C(F)(F)F)nc23)cc1	-4	-10	9	3	-2	15	0.9	-1	4
3	O=C(O)c1c[nH]c2ccc(S(=O)(=O)N3CCN(c4ccc(F)cc4)CC3)cc2c1=O	-2	13	2	-30	-2	12	0.1	3	2
4	Cn1nnnc1Sc1ncnc2scc(-c3ccc4c(c3)OCO4)c12	12	-20	-4	71*	4	9	0.5	-1	6
5	CCCN(C(=O)CSc1ccccc1C(=O)O)C1CCS(=O)(=O)C1 (configuration not stated)	-2	0	1	-14	3	-1	-0.4	-17	-10
6	C=CCO/N=C/C1=C(O)C(C(=O)OC)C(C)(C)CC1=O (configuration not stated)	-6	-1	-1	5	2	4	-0.3	-14	-2
7	O=C1CC(c2cccc(Br)c2)C2=C(COC2=O)N1 (configuration not stated)	15	-31	1	-24	-2	5	-1.0	-23	3
8	CCOC(=O)c1cc(-c2ccc(Cl)cc2)nc2c1c(C)nn2CCC#N	10	11	19	27	2	5	-1.8	23	11
9	Cn1c(=O)c2c(nc(Sc3ncnn3CC(=O)NC(C)(C)C)n2C)n(C)c1=O	-7	7	-3	13	-3	4	1.3	1	-2
10	COc1ccc(C2C3=C(CC(C)(C)CC3=O)Oc3ncn(Cc4ccccc4)c(=N)c32)cc1 (configuration not stated)	4	-7	11	-9	-1	16	-0.5	-7	6
11	NS(=O)(=O)c1ccc(CCN2C(=O)/C(=C\c3ccc(Cl)cc3)SC2=S)cc1	12	23	-1	95*	-1	14	-0.6	-3	-12
12	C[C@@H]1O[C@@H](OC[C@@H]2O[C@H](Oc3c(-c4ccc(O)cc4)oc4cc(O)cc(O)c4c3=O)[C@@H](O)[C@H](O)[C@H]2O)[C@H](O)[C@H](O)[C@H]1O	1	12	-5	21	-1	21	-0.6	-1	3
13	O=C(N/C=C/c1ccco1)OCc1ccccc1	-2	8	0	-3	1	3	2.2	7	10
14	COc1ccc(OCC(O)CN2C(=O)c3ccccc3S2(=O)=O)cc1 (configuration not stated)	-17	-12	4	16	-1	15	1.6	-5	-4
15	CCOc1cc(N2CCOCC2)c(OCC)cc1NC(=O)COC(=O)CCOc1ccc(C)cc1	10	11	6	17	1	4	7.3	14	3
16	O=C(Nc1ccc(N2CCOCC2)c(Cl)c1)c1ccccc1Cl	-38	-16	-1	-21	1	-1	7.1	-41	5
17	Cc1cccc(Nc2nc(N)c([N+](=O)[O-])c(N3CCOCC3)n2)c1	3	-29	-1	-14	2	2	-0.3	5	-8
18	CC1(C)CC(=O)C=C(NCCCN2CCCC2=O)C1	0	2	-3	17	-1	-2	-0.5	7	0
19	O=C(Cc1ccc(S(=O)(=O)N2CCOCC2)s1)NCCOc1ccccc1F	-5	12	-1	11	-1	6	0.9	3	-3
20	CC(CN1CCOCC1)OC(=O)c1ccccc1Cl (configuration not stated)	24	6	1	-1	-2	4	-0.4	5	-11
21	O=C(CSc1nnnn1-c1cccnc1)Nc1cccc(Cl)c1	-28	19	10	24	0	-4	1.0	5	-3
22	Cc1nc(CN(C)C(=O)c2cc(COc3ccc4ncccc4c3)on2)cs1	50	-14	3	1	0	2	1.0	46	-11
23	CC(C)(C)c1nnc(NS(=O)(=O)c2ccc([N+](=O)[O-])cc2)s1	4	-4	7	0	0	-18	-1.2	-1	5
24	CC(C)c1ccc(OCC(=O)N(c2ccccn2)C2CCCCC2)cc1	15	6	3	10	-4	19	-0.3	-16	3

Some of the entries so far, screen by screen.
[22] Cc1nc(CN(C)C(=O)c2cc(COc3ccc4ncccc4c3)on2)cs1
[23] CC(C)(C)c1nnc(NS(=O)(=O)c2ccc([N+](=O)[O-])cc2)s1
[24] CC(C)c1ccc(OCC(=O)N(c2ccccn2)C2CCCCC2)cc1
Screen / compound no.	22	23	24
Gli-Sufu block	50	4	15
697 NFkB inh	-14	-4	6
EBI2 antag	3	7	3
Mdm2-MdmX inh	1	0	10
XBP1 UPR activ	0	0	-4
CCR6 antag	2	-18	19
CHOP UPR activ	1.0	-1.2	-0.3
Jurkat NFkB inh	46	-1	-16
CXCR6 inh	-11	5	3

Next section
entry	mol	Gli-Sufu block	697 NFkB inh	EBI2 antag	Mdm2-MdmX inh	XBP1 UPR activ	CCR6 antag	CHOP UPR activ	Jurkat NFkB inh	CXCR6 inh
25	CCOc1ccc(NC(=O)CC2C(=O)N(c3ccc(OC)cc3)C(=O)N2Cc2ccc(OC)cc2)cc1 (configuration not stated)	1	-9	1	7	0	21	-0.7	-14	9
26	c1ccc(Cc2noc(CN3CCC(CN4CCOCC4)CC3)n2)cc1	-25	4	-5	-4	-2	-12	0.3	6	1
27	COCCNC(=O)CNS(=O)(=O)c1ccc2nc(C)sc2c1	-4	18	-5	19	0	-9	0.3	2	-7
28	COc1ccc(Cc2nnc(NC(=O)c3ccc(OC)c(OC)c3)s2)cc1	-21	-22	-6	27	-2	1	-1.1	18	-4
29	CCc1c(C#N)c(N)nc(SCC(=O)OCc2ccccc2)c1C#N	4	6	13	12	-2	11	-2.7	3	-8
30	CCSc1nnc(NC(=O)C2CSC3(C)CCC(=O)N23)s1 (configuration not stated)	-6	17	-15	10	2	-4	0.6	-102	-3
31	Cn1c(N)c(C(=O)COC(=O)COc2ccccc2Cl)c(=O)n(C)c1=O	-19	5	-2	5	-2	1	0.1	-5	-4
32	Cc1ccc(/C=N/N2CCOCC2)s1	-23	1	1	12	4	13	3.3	-28	-2
33	COCCCNC(=O)CN(c1ccc(OC)cc1)S(=O)(=O)c1ccc(NC(C)=O)cc1	10	5	-29	-12	0	-3	-1.2	-2	-2
34	CCN1C(=O)/C(=C\N(C)C)c2ccccc21	3	2	1	21	3	-4	-0.1	6	6
35	CCC(CC)c1nnc(NC(=O)CSCC(=O)Nc2cc(C)on2)s1	-10	9	-9	13	2	-3	-2.3	-18	-1
36	Cc1ccc(-c2noc(CCC(=O)N(C)c3ccccc3C)n2)cc1	4	-1	-10	17	-2	7	0.9	2	1
37	C/C(CC(=O)N(C(C)C)C(C)C)=N\NC(=O)COc1ccc(Cl)cc1Cl	-17	-6	0	-15	0	6	-1.1	0	7
38	O=C(OCn1nnc2ccccc2c1=O)c1cn(-c2ccccc2)nc1-c1cccnc1	2	-26	15	0	7	-2	0.4	-1	13
39	CCCCc1nc2cc(C(=O)N3CCCC(OCCC)C3)ccc2o1 (configuration not stated)	-16	-43	-1	-44	1	13	5.0	-43	0
40	Cc1c(NC(=O)c2cccc(NS(C)(=O)=O)c2)c(=O)n(-c2ccccc2)n1C	10	7	-1	22	-2	5	0.9	-2	1
41	COCCn1c(C)cc(/C=C2\NC(=S)N(C)C2=O)c1C	17	16	3	-19	-1	4	0.4	3	4
42	COC(=O)c1nn(-c2ccc3c(c2)CCN3C(C)=O)cc1O	30	10	-5	51*	-5	-2	-10	53*	-3
43	O=C1c2ccc(-c3nc4ccccc4o3)cc2C(=O)N1Cc1cccnc1	3	-12	.	4	2	5	4.2	5	.
44	O=C(N/N=C/C=C/c1ccccc1)c1cnccn1	-35	11	-4	11	2	-2	2.6	1	0
45	N#Cc1cccc2cccc(S(=O)(=O)N3CCOCC3)c12	-6	6	-2	3	-2	0	-0.3	1	6
46	COc1cc([N+](=O)[O-])cc(/C=N/NC(=O)c2ccc(C)nc2)c1O	-3	-19	-1	67*	-2	37	-0.9	-20	27
47	O=C(Nc1ccc2c(c1)OCO2)N1CCN(c2ccccc2Cl)CC1	-43	-19	50*	-27	3	6	3.0	-40	4
48	O=C(NC(=S)NC1CCS(=O)(=O)C1)c1cccs1 (configuration not stated)	0	6	-7	4	-2	16	-0.4	-17	7
49	O=C1CC(c2ccccc2)=C(c2ccccc2)C1	1	.	11	.	.	8	.	.	9
50	O=C(O)C1c2ccccc2C(=O)N(Cc2ccc(F)cc2)C1c1ccncc1 (configuration not stated)	-2	-3	-2	6	0	1	-0.7	4	-1
51	CCOc1ccc(CCNC(=O)C2CC(=O)N(Cc3ccc(OC)cc3)C2)cc1OCC (configuration not stated)	1	8	-1	15	-6	4	-0.7	12	-12
52	CCOC(=O)c1c(C)[nH]c(C)c1C(=O)COC(=O)c1ccc([N+](=O)[O-])s1	4	21	-33	20	0	-7	0.5	-6	-19
53	O=C(NCCCN1CCOCC1)c1cccc(S(=O)(=O)N2CCN(c3ccccc3)CC2)c1	-2	1	14	12	-2	12	-0.7	8	-5
54	O=C(NNC(=O)C1CC1)c1cc(=O)[nH]c2ccccc12	-17	-3	-7	-6	0	8	-0.3	7	8
55	FC(F)(F)c1cccc(NC(=S)N2CCN(c3ccccn3)CC2)c1	2	-18	2	-22	1	18	1.7	1	-11
56	Cc1cc(NC(=O)CSc2nnc(-c3ccncc3)n2-c2ccccc2)no1	0	16	-4	6	0	-13	-3.2	-17	12
57	COc1cc(S(=O)(=O)Nc2cccc(C)c2)ccc1NC(=O)c1cccnc1	-5	-9	-11	-7	-3	13	0.2	15	-9
58	Cc1cc(=O)c2ccc(C(F)(F)F)cc2[nH]1	1	-14	0	18	-1	-4	-0.9	-5	-7
59	CCc1ccc(N2C(=O)CC(Cn3nc(C)cc3C)C2=O)cc1 (configuration not stated)	6	-1	-19	4	0	7	0.3	2	4
60	Cc1nc2nc[nH]n2c(=O)c1CC(=O)O	-1	11	-10	25	0	-11	0.3	-7	9
61	CC(c1n[nH]c(=S)n1-c1ccc(F)cc1)N1CCCCC1 (configuration not stated)	-12	2	-1	-46	-2	-1	-0.6	-15	-8
62	CCOC(=O)C1CCCN(C(=S)Nc2ccc(Nc3ccccc3)cc2)C1 (configuration not stated)	-35	-47	-10	-10	0	16	0.6	1	3
63	CC1CCN(c2nc3ccccc3n2CC(=O)c2ccccc2)CC1	8	18	-17	5	-3	19	0.9	-7	0
64	COCc1nn2c(N)c(-c3ccccc3)cnc2c1-c1ccccc1	-74	-115	7	-3	-2	12	2.6	-86	1
65	CCCN1CNC(=S)N(c2ccc(C)cc2C)C1	-1	16	-20	16	1	11	-1.9	-9	2
66	COc1ccc2ccccc2c1/C=N/N1C(=O)CSC1=S	8	-14	-5	-5	0	6	2.3	0	6
67	Cc1ccc(C)c(-n2cc(CNCCCn3cccn3)c(-c3ccccc3)n2)c1	8	-2	-5	17	0	6	0.6	6	-2
68	Cn1c(=O)c(C(=O)COC(=O)c2cc(-c3ccco3)nc3ccccc23)c(N)n(Cc2ccccc2)c1=O	.	0	.	13	-4	.	0.9	11	.
69	CCCCOc1c(C(=O)Nc2ccccc2)nnn1-c1ccccc1	1	-12	-1	12	-2	29	1.4	-1	0
70	CC1CC1c1ccc(/C=C(\C#N)C(=O)Nc2cccc(Cl)c2Cl)o1 (configuration not stated)	-25	11	14	-2	3	12	5.0	-6	2
71	O=C(NCc1ccc(Cl)c(Cl)c1)C1CCCC1	7	2	-6	9	-1	10	-0.2	7	-1
72	O=C(Nc1ccccc1C(=O)N1CCCC1)c1ccc(Cl)c([N+](=O)[O-])c1	0	-18	14	-2	-3	26	-6.0	-16	-8
73	COc1cc(NC(=O)c2ccc(COCC(F)(F)F)cc2)cc(OC)c1OC	-12	-15	-4	0	-3	20	-0.9	-13	-8

Screening data deposited in PubChem BioAssay by Sanford-Burnham Center for Chemical Genomics.
